MEKK3 PB1 HTS: raises or lowers MEK5 binding to the human MEKK3 PB1 domain | AID 1529 | Q99759 | binding response (% of control), % at 10 µM | bead-based flow cytometry, Alexa488-MEK5 binding to MEKK3; actives lie on both sides; 0 = blocked by unlabeled MEK5, 100 = vehicle | 290,000 compounds, 1.4% hits;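 active = binding response more than 3 SD above or below the average of its plate-row segment, actives on both sides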;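 also: Alexa488 bead fluorescence after subtracting the streptavidin-only scavenger bead signal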
CRFR2-BP ag: CRF-BP/CRF-R2 complex agonism | activation, % at 13.2 µM | HEK293 CRF-R2/CRF-BP, calcium dye fluorescence (FLIPR); percent of saturating CRF peptide response | AID 588473 | 350,000 compounds, 0.46% hits;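 active = activation of at least 50%, plus an integration ratio under a set limit after plate pattern correction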;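 also: plate controls were neutral control wells without compound for no effect and CRF at EC100 for full effect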
IDE cell activ: IDE (human) activation, cell-based | P14735 | HEK cells, FAbeta-B cleavage, fluorescence polarization; 0% vehicle, 100% cell-free pure enzyme wells | 340,000 compounds, 0.073% hits | activation, % at 5.96 µM;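 active = activation above the mean of all tested compounds plus 3 SD, set per screening campaign, cut at about 17% in these data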
CRFBP-R2 block: antagonists of CRF-binding protein/CRF-R2 receptor complex; AID 588475; inhibition, % at 11.8 µM; 350,000 compounds, 0.59% hits; HEK293 CRF-R2/CRF-BP, CRF-induced calcium fluorescence;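 active = inhibition of the ligand-induced calcium signal above about 50% at the single tested concentration, limit read from the data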
IDE inh: inhibitors of human insulin-degrading enzyme in cells; P14735; HEK cells, FAbetaB cleavage, fluorescence polarization; 320,000 compounds, 0.41% hits; AID 434962; inhibition, % at 5.59 µM;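 active = percent inhibition above the average of all tested compounds plus 3 SD, set per screening campaign, cut at about 16% in these data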;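 also: IDE supplied by intact live HEK cells; FP after avidin binding of uncleaved biotin substrate so inhibition keeps polarization high; 0% = DMSO wells and 100% = 60 µM reference IDE inhibitor Ii1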
pCIP destab: p/CIP protein destabilization | Q05BA5 | F442A p/CIP-EGFP cells, EGFP fluorescence, 16 h | decrease of EGFP signal, % at 10 µM | 290,000 compounds, 0.01% hits;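 active = EGFP signal decrease of at least 30% at 10 µM or well 3 SD below plate mean, unless failing retest; inactive = the rest, including hits failing retest or dose response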; also: some compounds called inactive have numbers as strong as hits; many of its hits are not listed in these tables
GalR3 antag: blocks the human galanin receptor 3; O60755; HEK293 GalR3-CNG cAMP membrane potential fluorescence; galR3 body fused to GalR1 C-terminus; inhibition, % at 3 µM; 360,000 compounds, 0.44% hits; AID 651719;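 active = inhibition above the screen-wide average plus 3 SD, cut at about 13% in these data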;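 also: forskolin and galanin both at EC90 stimulate the cells; cAMP rise reported by CNG channel membrane potential dye signal; 0% = forskolin plus galanin with DMSO and 100% = forskolin alone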
Target sequence (O60755 1-299 limits assumed): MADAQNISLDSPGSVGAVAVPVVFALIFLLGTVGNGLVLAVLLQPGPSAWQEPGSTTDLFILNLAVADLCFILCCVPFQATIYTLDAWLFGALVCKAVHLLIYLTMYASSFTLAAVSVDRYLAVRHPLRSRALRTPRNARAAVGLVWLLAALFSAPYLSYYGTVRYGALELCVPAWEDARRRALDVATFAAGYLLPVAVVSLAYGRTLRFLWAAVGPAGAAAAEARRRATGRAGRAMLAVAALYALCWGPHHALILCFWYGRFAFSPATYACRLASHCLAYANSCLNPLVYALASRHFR
M4 PAM: positive allosteric modulators of human muscarinic M4 receptor; P08173; CHO-K1 hM4/Gqi5, Fluo-8 calcium fluorescence, ACh EC20; 0% = ACh EC20, 100% = maximal ACh; activation, % at 3 µM; 360,000 compounds, 0.4% hits;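 active = activation above its plate's cutoff, the mean activation of sample wells plus 3 SD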; also: some results filed as inactive read as strong as hits
Target sequence (P08173 whole entry, looked up): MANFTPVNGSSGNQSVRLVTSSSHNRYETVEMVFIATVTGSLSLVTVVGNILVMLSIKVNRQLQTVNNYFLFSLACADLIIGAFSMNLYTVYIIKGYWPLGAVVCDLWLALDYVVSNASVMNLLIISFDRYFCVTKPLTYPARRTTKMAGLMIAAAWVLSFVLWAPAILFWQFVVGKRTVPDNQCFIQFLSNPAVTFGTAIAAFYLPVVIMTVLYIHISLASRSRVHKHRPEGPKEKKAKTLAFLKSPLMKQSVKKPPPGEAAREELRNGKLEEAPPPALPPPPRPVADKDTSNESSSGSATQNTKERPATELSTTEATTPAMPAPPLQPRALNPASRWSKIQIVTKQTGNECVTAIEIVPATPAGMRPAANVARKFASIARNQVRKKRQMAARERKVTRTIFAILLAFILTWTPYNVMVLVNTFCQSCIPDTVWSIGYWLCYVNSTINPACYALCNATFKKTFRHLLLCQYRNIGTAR
PHOSPHO1 block: PHOSPHO1 (human) inhibition; Q8TCT1; inhibition, % at 13.3 µM; 290,000 compounds, 1.1% hits; recombinant PHOSPHO1, absorbance phosphatase assay; in the data active = inhibition above about 60%
The depositor's hits bear a star; / = not tested or not shown.

Results follow in this order: MEKK3 PB1 HTS, PHOSPHO1 block, CRFR2-BP ag, GalR3 antag, M4 PAM, pCIP destab, IDE inh, IDE cell activ, CRFBP-R2 block
O=C(Cc1ccccc1)N1CCC(C(=O)N2CCN(c3ccc(F)cc3)CC2)CC1
→ 105.0, -5.4, -1.5, -0.2, 10.8, -16.1, -3.2, 2.9, -9.2
CC(=O)N(C)c1ccc(C=C2C=Cc3ccccc32)cc1
→ /, /, 0.8, -7.6, -7.6, /, /, -4.8, 14.8
CCOC(=O)c1[nH]c2ccc(OC)cc2c1NC(=O)NC(C)C
→ 103.0, 3.4, -0.7, 0.8, -0.5, 0.5, -2.0, 1.1, 12.6
Nc1n[nH]c2c1C1(CCCC1)Cc1ccccc1-2
→ 87.0, 25.5, -0.1, -3.0, -2.8, -16.3, -3.2, 2.7, 1.2
COC(=O)c1ccc(OC(=O)c2nn(C)cc2Cl)c(OC)c1
→ 105.0, -15.0, 1.6, -4.1, 22.0*, 5.0, 6.1, 5.9, 90.2*
Cc1nc2c(=O)[nH]n(C)c2nc1C
→ /, /, 1.9, -4.7, 6.0, /, /, /, -19.7
Cc1ccc(OCCn2cc(/C=N/NC(=O)c3ccncc3)c3ccccc32)cc1
→ 101.0, -2.2, 3.7, -4.9, 2.0, 1.9, 2.1, 0.1, -59.8
CCO[C@@H]1OC(C(=O)N2CCN(Cc3ccc4c(c3)OCO4)CC2)=C[C@H](c2ccc(Br)cc2)[C@H]1CCCO
→ 103.0, 3.8, -0.6, -5.5, -6.4, -2.0, 12.1, 1.0, -4.8
COC(=O)c1cc(S(=O)(=O)NCc2ccc(S(N)(=O)=O)cc2)oc1C
→ 100.0, 37.7, 0.1, -3.4, -2.5, -1.6, -2.3, -0.3, 7.5
CNC(=O)c1ccc(-c2sc3nc(N4CCOCC4)c4c(c3c2N)CC(C)(C)OC4)o1
→ 99.0, 24.4, 1.4, 1.1, -6.4, -24.9, 3.2, 3.8, -14.7
O=C(NCCN1CCOCC1)C1CCCN(S(=O)(=O)c2ccc(F)cc2)C1 (configuration not stated)
→ 94.0, 51.4, -0.1, -0.3, -0.8, -33.4, 1.8, 1.4, -9.7
CCOC(=O)c1[nH]cnc1C(=O)Nc1ccc([N+](=O)[O-])cc1
→ 99.0, -15.7, 0.4, -12.3, -3.8, 1.9, -3.1, 3.5, 13.9
CCCS(=O)(=O)c1nc(S(=O)(=O)c2ccc(C)cc2)c(NCCCN(C)C)s1
→ 103.0, -6.8, -2.0, -0.2, 2.6, -0.7, 1.3, 1.1, -11.5
O=C(/C=C/c1ccc(Br)o1)OCc1nc2ccsc2c(=O)[nH]1
→ /, /, 11.4, /, 2.5, /, -3.1, -0.8, 20.5
COc1ccc(NC(=O)CSc2nnc(-c3ccccc3C)n2N)cc1OC
→ 69.0, 25.3, 0.3, -4.8, 0.7, -0.2, 8.0, 1.0, 7.1
O=C1c2ccccc2NC(c2cccc([N+](=O)[O-])c2)N1CCc1ccccc1 (configuration not stated)
→ 105.0, 24.0, -1.7, -9.5, -9.3, 3.0, 0.2, 4.6, 1.4
CCOc1ccc(-c2n[nH]c(=S)o2)cc1
→ 106.0, 51.9, 1.0, -5.4, -2.2, -5.0, 2.0, 3.6, 0.1
O=C(OCCN1CCCCC1)c1ccccc1F
→ 109.0, 15.9, 5.8, -10.4, -2.8, 8.1, 4.2, 5.1, 4.3
CC(C)[C@H](NC(=O)c1ccccc1Cl)C(=O)OCC(=O)NC(=O)NC1CCCC1
→ 99.0, 28.0, 0.6, 0.3, -5.9, -12.4, 3.0, -0.1, -10.3
O=C(NCc1ccc(F)cc1)C(Cc1ccccc1)n1cccc1 (configuration not stated)
→ 94.0, 22.6, -2.9, -7.1, -19.1, -5.3, -0.5, 8.7, 11.8
C=CCc1ccc(OCCOCCOc2cccc3cccnc23)c(OC)c1
→ 97.0, -1.8, -0.5, -9.7, 4.3, 2.3, -1.8, -2.5, -21.2
Cc1cc(C)c(CSc2ncnc3nc[nH]c23)c(C)c1
→ 100.0, -10.2, -0.7, -1.6, -9.8, -0.1, -1.8, 0.9, 2.5
Cc1cc(N(C)C)nc(SC(C)C)n1
→ 105.0, 5.7, 1.0, -2.2, 5.0, 0.5, 7.7, 0.3, -13.8
O=C(NCC1CCCO1)C(C(=O)c1ccccc1)n1cc(Cl)ccc1=O (configuration not stated)
→ 104.0, 6.1, -1.0, -5.2, 4.1, -14.7, -3.1, 1.1, 4.6
CCOc1ccc(Br)cc1CC(=O)O
→ 97.0, /, 0.7, 1.2, 7.4, /, 0.0, 4.1, 1.5
O=C1CCC(=O)N1CCCCCc1nc(-c2ccccc2)no1
→ 92.0, 51.1, 0.3, 6.1, 8.0, -4.5, 3.6, -1.4, -1.4
CCOC(=O)c1c(C)[nH]c(C)c1C(=O)COC(=O)/C=C/c1cccc([N+](=O)[O-])c1
→ /, /, -0.6, -7.9, -3.8, /, /, /, -4.3
Cc1ccccc1NC(=O)CCCCCN1C(=O)[C@@H]2Cc3ccccc3CN2C1=O
→ 97.0, 31.3, -4.1, -9.7, -2.0, -17.3, 2.7, 2.1, -16.8
NS(=O)(=O)c1ccc(NC(=O)CSc2nnc(-c3ccc(O)cc3)o2)cc1
→ 103.0, 10.5, -0.3, -7.5, 14.6, 0.8, 4.7, -2.9, -10.6
Cc1occc1-c1n[nH]c(=S)n1-c1ccccc1
→ 91.0, 1.0, 0.5, -3.0, -3.4, -2.2, 7.3, -4.5, 11.6
COc1ccc2[nH]c3c(c2c1)CCN1C(=O)N([C@@H](C)C(=O)NC2CCN(Cc4ccccc4)CC2)C(=O)[C@]31C
→ 103.0, 33.8, -1.5, -3.9, -8.1, 5.6, 12.0, 2.5, -5.0
Clc1cccc(-c2ccc(C3Nc4cccc5cccc(c45)N3)o2)c1
→ /, /, 0.4, /, 3.8, /, 2.4, -3.2, 3.5
CCOc1ccccc1C(=O)Nc1cc(Cl)ccc1O
→ 100.0, 5.7, -0.6, -1.1, -6.5, -11.5, 3.5, -3.8, -9.8
O=C(C1CCCC1)N1CCN(S(=O)(=O)c2cccc(Cl)c2Cl)CC1
→ 107.0, -9.3, 1.4, -8.5, 2.6, -4.5, 1.9, -6.7, -11.3
CCC(=O)N1c2ccccc2-c2nnc(SC)nc2OC1c1ccc(OC)c(OC)c1 (configuration not stated)
→ 103.0, -0.1, -2.9, -1.6, -4.2, -16.5, 3.9, 2.5, 1.2
COc1ccc(NC(=O)N2CCCC(C(=O)NCc3ccccc3F)C2)cc1 (configuration not stated)
→ 96.0, 22.4, 0.8, -5.4, -2.7, -10.4, 1.8, 2.2, -18.2
Cc1cc(N2C(=O)C=CC2=O)c([N+](=O)[O-])cc1C
→ 103.0, -2.0, 1.7, /, -5.6, 5.8, -0.4, -17.2, 45.9
CCC(C)(C)NC(=S)Nc1ccc(-c2nc3ccc(C)cc3s2)cc1
→ 98.0, 4.6, -1.7, -4.3, -0.1, 5.4, -3.3, -6.5, -18.7
Fc1ccc(C2NC(=S)NC3=C2N2CCC3CC2)cc1 (configuration not stated)
→ 105.0, 75.5*, -0.8, -5.2, 8.3, -27.5, 2.6, 3.5, 8.9
Cc1ccccc1Cn1cc(NC(=O)CCCn2nc([N+](=O)[O-])cc2C)cn1
→ 93.0, 37.0, -2.1, -2.5, -5.0, -2.2, 1.0, -9.4, 17.2
CCOC(=O)N1CCN(S(=O)(=O)c2ccc(NC(C)=O)cc2)CC1
→ 102.0, 27.3, 2.7, -9.6, -3.3, -9.6, -1.2, 3.5, 3.1
COc1ccccc1C(=O)NC(=S)Nc1cccc2cc(O)ccc12
→ 108.0, -5.7, -0.7, 7.0, 2.4, 11.6, 3.5, 3.7, -10.0
COc1ccccc1P(=O)(c1ccccc1)c1ccc([N+](=O)[O-])cc1 (configuration not stated)
→ 100.0, -2.4, -0.2, -6.0, 1.4, -8.7, 8.7, 1.6, -4.2
Cc1ccccc1-c1nnn(CC(=O)N(C)CC(=O)Nc2ccccc2C(F)(F)F)n1
→ /, /, -1.4, 0.0, 12.8, /, 9.2, -3.0, 1.0
COc1ccc(S(=O)(=O)Nc2ccccn2)cc1C(=O)Nc1ccccc1
→ 101.0, 22.6, -1.6, 3.1, -6.1, 9.6, 3.5, -4.1, 5.4
CC(=O)CCC(=O)NCCc1ccccc1F
→ 93.0, 10.9, -1.7, -1.3, 4.0, -0.5, 0.6, 1.8, -4.5
Cc1ccccc1CC(=O)N1CCN(S(=O)(=O)c2ccc(Cl)s2)CC1
→ /, /, -1.1, -6.4, 4.1, /, -1.7, 1.4, -5.2
CS(=O)(=O)N1CCN(c2ccc(NC(=S)NC(=O)c3cccs3)cc2)CC1
→ 99.0, -3.1, -1.2, -2.4, 2.3, -5.5, -1.7, 3.2, 3.9
CCN1C[C@@H]2[C@@H]3C(=O)N(C)C(=O)[C@@H]3[C@](Cc3ccccc3)(C(=O)OC)N2C1=NCc1ccccc1
→ /, /, -0.4, -8.8, 0.5, /, /, 2.1, 2.6
COc1cccc(C(=O)COC(=O)c2cccs2)c1
→ 100.0, 41.8, -3.0, -1.3, -1.2, -12.4, -0.3, -0.9, -4.7
O=C(CNC(=O)C1CCCCC1)Nc1cc(Cl)ccc1Cl
→ 103.0, -4.0, -2.4, -1.6, 6.9, 0.7, 7.5, 8.4, -16.6
CC(=O)Nc1ccc(-c2csc(Nc3cccc(C)n3)n2)cc1
→ 101.0, 22.0, -1.2, -5.3, -7.5, -13.5, /, 4.6, -16.1
O=C(Nc1ccccc1C(F)(F)F)c1cc(-c2ccccc2O)on1
→ 99.0, -0.9, 0.6, -8.8, -3.4, 5.7, 5.0, -7.2, 4.8
Cc1cc(C)c2c(c1)/C(=N\N=c1\sc3ccccc3n1C)C(=O)N2
→ 87.0, 34.3, -2.0, 2.6, -3.1, -17.9, -3.6, 7.5, -7.3
CN(C(=S)NC(=O)/C=C/c1ccc(F)cc1)C1CCCCC1
→ 103.0, -2.6, 0.7, -8.6, -3.8, 1.9, 3.7, 2.7, -5.8
CN(C)C(=O)COC(=O)[C@H](Cc1ccccc1)NC(=O)c1ccco1
→ 105.0, 2.5, 106.6*, 2.5, 6.4, -9.1, -0.5, -0.2, -41.7
CS(=O)(=O)N1CCN(C2CCN(Cc3ccccc3)CC2)CC1
→ /, 5.0, 1.4, -3.0, 4.2, -1.2, -3.5, 0.0, 2.1

Compound activity: PubChem, several laboratories

No enrichment for hits, and some 4.2% of all compounds hit somewhere here.
